# GPR7 antagonist: GPR7 receptor antagonists, primary screen, cell-based, fluorescence, single concentration | GPR7-expressing cells, fluorescence antagonist assay | inhibition, % at 4.4 µM | 1.1% of 290,000 active; in the data active means inhibition above about 16%, passing the limit was not always enough;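 further: cells stimulated with the agonist NPW; 0% = agonist with vehicle and 100% = vehicle without agonist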
# Target sequence (P48145 whole entry, looked up): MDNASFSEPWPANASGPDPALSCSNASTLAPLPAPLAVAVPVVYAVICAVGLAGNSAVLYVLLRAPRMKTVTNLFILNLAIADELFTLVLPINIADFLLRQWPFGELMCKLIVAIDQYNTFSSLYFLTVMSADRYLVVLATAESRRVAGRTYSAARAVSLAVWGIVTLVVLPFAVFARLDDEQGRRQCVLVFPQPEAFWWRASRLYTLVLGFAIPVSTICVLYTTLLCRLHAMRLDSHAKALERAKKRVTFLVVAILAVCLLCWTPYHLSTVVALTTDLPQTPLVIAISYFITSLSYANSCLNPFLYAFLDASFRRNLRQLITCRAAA
# V1aR counter: agonists of human V1a receptor, primary screen, counter-screen for OXTR agonist project, fluorescence, CHO-V1R cells; Vasopressin V1a receptor (Homo sapiens), P37288; Fluo-8 calcium fluorescence, agonist mode; 0% DMSO, 100% 3 nM vasopressin; activation, % at 3 µM; 0.25% of 320,000 active; AID 2797, 2010;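 active means activation above the mean activation of all tested compounds plus 3 SD, per screening run, cut at about 20% in these data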;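 further: signal is peak over basal fluorescence ratio across a 100 second FLIPR read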
# Target sequence (P37288 whole entry, looked up): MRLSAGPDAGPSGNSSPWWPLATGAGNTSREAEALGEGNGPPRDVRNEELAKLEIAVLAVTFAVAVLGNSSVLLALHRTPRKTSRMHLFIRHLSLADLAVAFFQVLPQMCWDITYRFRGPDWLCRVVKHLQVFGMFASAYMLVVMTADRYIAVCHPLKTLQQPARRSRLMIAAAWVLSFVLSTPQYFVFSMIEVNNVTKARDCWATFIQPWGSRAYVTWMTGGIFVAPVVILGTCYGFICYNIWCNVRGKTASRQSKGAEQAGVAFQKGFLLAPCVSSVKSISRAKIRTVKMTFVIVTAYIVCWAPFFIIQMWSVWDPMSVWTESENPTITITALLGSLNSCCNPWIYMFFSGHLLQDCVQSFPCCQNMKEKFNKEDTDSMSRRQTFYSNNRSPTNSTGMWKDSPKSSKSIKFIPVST
# FID counter: compounds displacing fluorescent DNA intercalator, primary screen, artefact control for HCV NS3 helicase inhibitor project, biochemical, FID fluorescence; DNA fluorescent intercalator displacement; inhibition, % at 7.9 µM; 0.17% of 290,000 active; AID 1845, 2009; in the data active means inhibition above about 37%;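 further: 0% = vehicle and 100% = reference compound; higher means more ethidium bromide displaced from hairpin DNA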
# GalR3 antag: GalR3 antagonists in HEK293 cells, primary screen, cell-based, fluorescence readout | Galanin receptor type 3 (Homo sapiens), O60755 | HEK293 GalR3-CNG cAMP membrane potential fluorescence; galR3 body fused to GalR1 C-terminus | 0.44% of 360,000 active | inhibition, % at 3 µM | AID 651719, 2012;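 active means inhibition above the screen-wide average plus 3 SD, cut at about 13% in these data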;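 further: forskolin and galanin both at EC90 stimulate the cells; cAMP rise reported by CNG channel membrane potential dye signal; 0% = forskolin plus galanin with DMSO and 100% = forskolin alone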
# Target sequence (O60755 1-299 limits assumed): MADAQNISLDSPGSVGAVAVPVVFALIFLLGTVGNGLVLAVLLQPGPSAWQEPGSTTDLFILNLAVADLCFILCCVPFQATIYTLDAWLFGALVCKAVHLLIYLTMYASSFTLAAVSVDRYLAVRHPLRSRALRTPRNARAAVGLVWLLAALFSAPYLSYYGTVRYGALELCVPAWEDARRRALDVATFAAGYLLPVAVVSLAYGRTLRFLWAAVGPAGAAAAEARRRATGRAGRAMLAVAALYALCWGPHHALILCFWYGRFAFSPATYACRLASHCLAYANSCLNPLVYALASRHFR
# VIM-2 inh: VIM-2 metallo-beta-lactamase inhibitors, primary screen, biochemical, epi-absorbance readout, Pseudomonas aeruginosa enzyme; 0.89% of 290,000 active; AID 1527, 2009; inhibition, % at 5.6 µM; purified VIM-2, nitrocefin hydrolysis, epi-absorbance fluorescence;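 active means inhibition above the mean of all tested compounds plus 3 SD, cutoff set per screening run, cut at about 7.5% in these data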;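 further: red hydrolysis product quenches plate fluorescence so inhibitors raise well fluorescence; 0% = enzyme with DMSO and 100% = DMSO without enzyme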
# OXTR ag: human OXTR agonists, primary screen, fluorescence, CHO-OTR cells, Fluo-8 calcium. activation, % at 3 µM. Oxytocin receptor (Homo sapiens), P30559. 0.32% of 320,000 active. Fluo-8 calcium fluorescence; normalized: DMSO 0%, oxytocin 100%;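 active means activation above the mean of all tested compounds plus 3 SD, cutoff set per screening run, cut at about 20% in these data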;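 further: peak over basal fluorescence ratio from a 100 s FLIPR kinetic read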
# IMP-1 inhibitor: IMP-1 metallo-beta-lactamase inhibitors, primary screen, biochemical, epi-absorbance readout, Pseudomonas aeruginosa enzyme; metallo-beta-lactamase IMP-1 (Pseudomonas aeruginosa); purified IMP-1, nitrocefin hydrolysis, epi-absorbance fluorescence; inhibition, % at 5.6 µM; 0.45% of 290,000 active;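 active means inhibition above the mean plus 3 SD of all compounds in the same screening run, cut at about 4.5% in these data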;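 further: 0% = IMP-1 with DMSO and 100% = DMSO wells lacking enzyme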
#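 System: Purified IMP-1 | Read-out basis: Percent enzyme inhibition | Controls: IMP-1 with DMSO as 0%, enzyme-free DMSO as 100% | Replicates: One well per compound | Doses: 5.6 µM nominal single concentration | Detection: Epi-absorbance fluorescence, 480 nm excitation, 530 nm emission | Incubation: 25 °C, 15 min preincubation, 25 min reaction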
# NS3 helicase inh: inhibitors of HCV NS3 helicase, primary screen, biochemical, Cy5 molecular beacon fluorescence. inhibition, % at 10.9 µM. NS3 helicase DNA unwinding. 0.56% of 290,000 active;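 active means inhibition above the mean of all tested compounds plus 3 SD, set per campaign, cut at about 35% in these data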;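 further: 0% = DMSO wells and 100% = thioflavine S control wells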
#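 System: NS3 helicase fragment of HCV / Schedule: 1 h at 25 °C / Control set: DMSO alone as 0% and 110 µM thioflavine S as 100% / Reagent: Cy5/quencher beacon DNA duplex and ATP to start / Technique: Cy5 fluorescence / Replication: singlicate / Evaluation: % inhibition of end-to-start signal ratio versus controls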
# PHOSPHO1 inh: PubChem AID 1565; inhibition, % at 13.3 µM; 1.1% of 290,000 active; Phosphoethanolamine/phosphocholine phosphatase (Homo sapiens), Q8TCT1; recombinant PHOSPHO1, absorbance phosphatase assay; in the data active means inhibition above about 60%
# * hit, by the source's call; nt = no result given.
1	COc1ccc(NC(=O)C2CCCN(S(=O)(=O)c3c(C)[nH]c(=O)[nH]c3=O)C2)cc1OC (stereo unspecified)
2	Cc1nn(Cc2ccc(Cl)c(Cl)c2)c(C)c1NC(=O)c1sc2ccccc2c1Cl
3	Cn1c(CO)cnc1SCC(=O)c1ccc(Cl)cc1
4	CCN1CCN(Cc2ccc(NC(=O)CC3Oc4ccc(C)cc4NC3=O)cc2)CC1 (stereo unspecified)
5	Cc1ccc(-c2csc(NC(=O)CN3CCOCC3)n2)cc1
6	CC(C)NC(=O)CCn1nc(-c2ccc(Cl)cc2)c2ccccc2c1=O
entry no.,1,2,3,4,5,6
GPR7 antagonist,8,1,-8,-3,5,5
V1aR counter,0.8,1.4,-0.2,0.7,2.2,-0.6
FID counter,-1,-4,0,2,-23,-23
GalR3 antag,-3,0,0,-6,-10,-7
VIM-2 inh,1.6,0.0,-1.9,-3.3,-2.5,-0.9
OXTR ag,0.2,1.4,-0.5,0.6,-0.1,-2.3
IMP-1 inhibitor,-1.4,1.1,-0.6,-4.5,-1.7,-3.8
NS3 helicase inh,-6,2,17,-3,-2,15
PHOSPHO1 inh,-10,-20,4,7,-7,50

# One compound at a time (already shown). Values in the order: GPR7 antagonist | V1aR counter | FID counter | GalR3 antag | VIM-2 inh | OXTR ag | IMP-1 inhibitor | NS3 helicase inh | PHOSPHO1 inh
# Cc1ccc(-c2csc(NC(=O)CN3CCOCC3)n2)cc1 across the screens: 5 | 2.2 | -23 | -10 | -2.5 | -0.1 | -1.7 | -2 | -7
# COc1ccc(NC(=O)C2CCCN(S(=O)(=O)c3c(C)[nH]c(=O)[nH]c3=O)C2)cc1OC (stereo unspecified) across the screens: 8 | 0.8 | -1 | -3 | 1.6 | 0.2 | -1.4 | -6 | -10

# (list continues)
7	O=C(Nc1ccc2nc3n(c(=O)c2c1)CCCC3)c1cc([N+](=O)[O-])ccc1F
8	O=C(Nc1cccc(Cl)c1)Nc1cccc(Cl)c1
9	O=c1c2c(nc3cc(-c4ccc(F)cc4)[nH]n13)CCC2
10	C=CCc1c(C)nc(-c2ccccc2)nc1N/N=C(\C)c1ccc(N)cc1
11	COc1cc(Nc2cccc[n+]2C)cc(OC)c1OC
12	O=C(O)C=C1CCN(c2ncc(C(F)(F)F)cc2Cl)CC1
entry no.,7,8,9,10,11,12
GPR7 antagonist,13,21*,30*,-6,-26,-1
V1aR counter,-1.2,9.3,0.0,-1.1,0.2,0.8
FID counter,0,1,-3,0,1,-6
GalR3 antag,nt,-1,-9,-9,0,-3
VIM-2 inh,-3.0,-3.3,3.5,-1.9,-0.2,0.2
OXTR ag,-2.1,14,-0.4,-1.8,-0.7,0.3
IMP-1 inhibitor,-2.2,-0.6,1.4,-0.6,-0.5,-0.2
NS3 helicase inh,-9,1,18,7,2,6
PHOSPHO1 inh,-23,-4,-8,-10,24,34

13	CN(C)c1ccc(N=Nc2ccc(S(=O)(=O)O)cc2)c2ccccc12
14	CN(CC(=O)NCCc1ccccc1)S(=O)(=O)c1cnc[nH]1
15	C=CCOc1c(Cl)cc(C(=S)N2CCCC2)cc1OCC
16	CCOC(=O)c1ccc2c(c1)N(CC)/C(=C\C=C1/SC(=S)N(CC)C1=O)N2CC
17	O=C(Nc1ccc(Oc2cccc(C(F)(F)F)c2)nc1)c1cccs1
18	CCOC(=O)c1ccc(N/C(=N\S(=O)(=O)c2ccccc2C)c2ccccc2)cc1
entry no.,13,14,15,16,17,18
GPR7 antagonist,-7,-10,-17,-8,9,-7
V1aR counter,2.3,0.7,-1.2,nt,7.2,1.1
FID counter,-14,-3,-25,-3,-9,-21
GalR3 antag,-4,0,-10,nt,-6,-5
VIM-2 inh,-1.9,-0.9,-0.8,-4.6,-0.6,-7.5
OXTR ag,-0.5,0.8,-2.1,nt,6.2,0.2
IMP-1 inhibitor,-5.3,-0.9,-1.2,-3.5,-0.1,-1.6
NS3 helicase inh,21,0,9,-8,-22,-14
PHOSPHO1 inh,-2,8,nt,nt,28,22

19	C/C(=N\O)c1cc(Cl)cc(Cl)c1O
20	Cc1cccc(C)c1NC(=O)C(NC(=O)c1ccccn1)c1ccc([N+](=O)[O-])cc1 (stereo unspecified)
21	Nn1cnc2c(c1=O)C1(CCCCC1)Cc1ccccc1-2
22	COc1ccc(-c2nc(CCl)cs2)cc1OC
23	O=C(NC1CCCCCC1)c1c(F)c(F)c(F)c(F)c1F
24	O=C1CCCC2=C1C(c1ccc(O)c(O)c1)Nc1ccc3ncccc3c12 (stereo unspecified)
entry no.,19,20,21,22,23,24
GPR7 antagonist,-9,7,-15,-7,-4,-4
V1aR counter,-1.3,-0.4,-0.3,-1.0,-1.7,-0.9
FID counter,-2,-7,-9,-4,-3,-3
GalR3 antag,1,2,-7,-3,1,-2
VIM-2 inh,-4.3,-1.0,-4.6,-3.5,-3.8,-1.8
OXTR ag,-0.2,-0.3,-1.2,-1.0,-1.7,-0.7
IMP-1 inhibitor,-3.8,-2.2,-3.0,-3.7,-3.1,-2.5
NS3 helicase inh,-3,3,1,-6,-2,30
PHOSPHO1 inh,-15,-6,5,26,-1,43

25	Cc1ccccc1NC1=NC(C)(C)N=C(N)N1
26	CC1(C)CC(=O)C(C=Nc2ccc(O)cc2)=C(O)C1
27	O=C(/C=C/c1ccccc1)N1CCC(N2CCC(C(=O)N3CCOCC3)CC2)CC1
28	Cc1ccc(S(=O)(=O)N(c2cccc(C)c2)C2CCS(=O)(=O)C2)cc1 (stereo unspecified)
29	O=[N+]([O-])c1cc(S(=O)(=O)N2CCCC2)ccc1N/N=C/c1ccncc1
30	O=C1C2CC=C(Cl)CC2C(=O)N1CCC[n+]1cccc2ccccc21 (stereo unspecified)
entry no.,25,26,27,28,29,30
GPR7 antagonist,14,-8,-10,-6,-12,-12
V1aR counter,0.8,-0.3,0.7,-0.6,0.8,-0.2
FID counter,3,-2,-1,-6,6,5
GalR3 antag,0,-6,-1,-5,0,0
VIM-2 inh,-0.7,0.8,-1.2,-5.2,-1.6,-2.7
OXTR ag,-0.6,-0.4,1.0,-0.1,0.1,-2.3
IMP-1 inhibitor,-2.0,-1.6,-1.8,-0.9,-0.7,-3.1
NS3 helicase inh,1,5,9,6,0,-4
PHOSPHO1 inh,-27,2,40,-16,-7,-2

31	COc1cccc(CN2CC(C(=O)NCCOc3ccccc3F)CCC2=O)c1 (stereo unspecified)
32	O=C(Nc1nnc(-c2ccco2)o1)c1cccc(N2C(=O)CCC2=O)c1
33	COc1ccc(N2CCN(C(=O)CCS(=O)(=O)c3ccc4c(c3)CCN4C(=O)C3CC3)CC2)cc1
34	[O-][N+]12CCCCC1CCCC2CO (stereo unspecified)
35	Cc1[nH]c2ccc(C(=O)N3CCN(c4ccc(F)cc4)CC3)cc2c1C
36	CCOc1ccc(C2/C(=C(\O)c3ccc4c(c3)OCCO4)C(=O)C(=O)N2CCCn2ccnc2)cc1OC (stereo unspecified)
entry no.,31,32,33,34,35,36
GPR7 antagonist,-4,-10,-18,-7,8,-2
V1aR counter,1.4,1.0,0.1,0.8,8.9,0.7
FID counter,-23,1,-61,0,-43,-27
GalR3 antag,5,-4,-2,3,0,-6
VIM-2 inh,-6.0,-1.7,0.3,-2.9,-1.9,0.7
OXTR ag,-0.3,0.2,1.3,-0.3,4.6,1.4
IMP-1 inhibitor,-2.2,-1.7,-1.1,-2.8,-3.1,-1.7
NS3 helicase inh,-10,1,22,3,-11,2
PHOSPHO1 inh,55,19,6,33,34,30

37	CCOC(=O)C1CCN(C(=O)c2[nH]c3ccc(OC)cc3c2C)CC1
38	CCN1CCc2c(C#N)c(N3CCOCC3)nc(NCc3ccccc3)c2C1
39	CC(=O)c1ccc(N(CC(=O)NC2CCCC2)C(=O)CNC(=O)c2ccco2)cc1
40	CN1CCN(c2ccc([N+](=O)[O-])cc2C(=O)c2ccccc2)CC1
41	Cc1c(Br)cc(C(=O)N2CCCCCC2)c(C)c1C
42	CN(C)c1ccc(-c2nnc(-c3cccnc3)o2)cc1
entry no.,37,38,39,40,41,42
GPR7 antagonist,9,-12,-10,0,-3,-18
V1aR counter,1.1,nt,0.5,0.3,-1.6,nt
FID counter,-32,3,-11,16,-26,-13
GalR3 antag,-4,1,0,-6,-2,-5
VIM-2 inh,-2.0,-0.3,-2.1,-1.6,-0.9,-0.3
OXTR ag,0.2,nt,0.9,0.2,-1.9,nt
IMP-1 inhibitor,0.7,-2.0,-6.1,-2.6,-5.5,-3.8
NS3 helicase inh,-9,-5,0,1,2,3
PHOSPHO1 inh,27,14,24,6,9,29

43	CC1CCCCN1S(=O)(=O)c1ccc2[nH]c(=O)cc(C(=O)NCCCN3CCCCCC3)c2c1 (stereo unspecified)
44	COc1cc(NC(=O)COC(=O)CCCC2=NS(=O)(=O)c3ccccc3N2)cc(OC)c1
45	O=C(CN1CCN(c2ccccc2)CC1)Nc1ccncc1
46	COc1ccc(-c2noc(CSc3nc(N)c(-c4ccccc4)c(=O)[nH]3)n2)cc1
entry no.,43,44,45,46
GPR7 antagonist,2,4,-7,-1
V1aR counter,1.3,-0.2,2.9,7.0
FID counter,2,-22,-10,-28
GalR3 antag,-6,-8,0,-3
VIM-2 inh,-1.1,-4.4,-4.3,-2.5
OXTR ag,-1.6,0.2,0.7,10
IMP-1 inhibitor,-2.4,0.0,-3.8,-3.8
NS3 helicase inh,-70,-1,3,-7
PHOSPHO1 inh,20,53,nt,11

# Entries listed so far with fluorine, in the order listed:
7	O=C(Nc1ccc2nc3n(c(=O)c2c1)CCCC3)c1cc([N+](=O)[O-])ccc1F
9	O=c1c2c(nc3cc(-c4ccc(F)cc4)[nH]n13)CCC2
12	O=C(O)C=C1CCN(c2ncc(C(F)(F)F)cc2Cl)CC1
17	O=C(Nc1ccc(Oc2cccc(C(F)(F)F)c2)nc1)c1cccs1
23	O=C(NC1CCCCCC1)c1c(F)c(F)c(F)c(F)c1F
31	COc1cccc(CN2CC(C(=O)NCCOc3ccccc3F)CCC2=O)c1 (stereo unspecified)
35	Cc1[nH]c2ccc(C(=O)N3CCN(c4ccc(F)cc4)CC3)cc2c1C
entry no.,7,9,12,17,23,31,35
GPR7 antagonist,13,30*,-1,9,-4,-4,8
V1aR counter,-1.2,0.0,0.8,7.2,-1.7,1.4,8.9
FID counter,0,-3,-6,-9,-3,-23,-43
GalR3 antag,nt,-9,-3,-6,1,5,0
VIM-2 inh,-3.0,3.5,0.2,-0.6,-3.8,-6.0,-1.9
OXTR ag,-2.1,-0.4,0.3,6.2,-1.7,-0.3,4.6
IMP-1 inhibitor,-2.2,1.4,-0.2,-0.1,-3.1,-2.2,-3.1
NS3 helicase inh,-9,18,6,-22,-2,-10,-11
PHOSPHO1 inh,-23,-8,34,28,-1,55,34
